# HP1b binding inh = HTS for Inhibitors of HP1-beta Chromodomain Interactions with Methylated Histone Tails. AlphaScreen HP1-beta / biotin-H3K9me3 peptide binding. Potency, µM (doses to about 114 µM), without a hit: at the highest dose activity change, negative = inhibition, most hits filed as inhibitors. 0.56% of 390,000 active. AID 540317, 2011; further: potency means the concentration at half of the fitted maximal effect; nearly all actives have a fitted effect of over 70% in size; inactives centre near 23
# Target sequence (P83916 whole entry, looked up): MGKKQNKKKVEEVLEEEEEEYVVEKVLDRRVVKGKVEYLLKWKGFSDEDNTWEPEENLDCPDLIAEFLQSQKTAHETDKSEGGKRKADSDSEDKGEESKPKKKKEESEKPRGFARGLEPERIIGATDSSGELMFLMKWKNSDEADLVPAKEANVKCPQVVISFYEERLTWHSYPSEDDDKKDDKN
#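 HP1-beta protein (50 nM final) preincubated 30 min at room temperature with biotinylated H3(1-18)K9me3 peptide (50 nM) in PBS pH 7.4, 0.01% Tween-20, then compound added for 30 min. AlphaScreen streptavidin donor/nickel chelate acceptor beads (10 ug/mL final), 30 min dark, luminescence read.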
# GLS inhibitor = qHTS for Inhibitors of Glutaminase (GLS); AID 624170, 2012; Potency, µM (top dose mostly 45.5 µM), inactives show at the top dose activity change, negative = inhibition, usual class: inhibitors; 0.21% of 410,000 active; GLS enzymatic activity, qHTS titration; Glutaminase kidney isoform, mitochondrial (Homo sapiens), O94925; further: potency means the concentration at half of the fitted maximal effect; on the % scale 0 is the no-effect control and ±100 the full control effect
#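 Compounds were pin-transferred onto hKGA, after which L-glutamine (1 mM solution) and a detection mix of glutamate oxidase, HRP and Amplex Red were added. Initial and 30 min RT fluorescence reads were collected.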
# G9a block = qHTS Assay for Inhibitors of Histone Lysine Methyltransferase G9a; 8.8% of 350,000 active; Potency, µM (titrated, usually from 102 µM), for the others: at the top dose activity, negative = inhibition, most hits filed as inhibitors; AID 504332, 2011; G9a H3K9 monomethylation, AlphaScreen, 2 h; further: potency means the concentration at half of the fitted maximal effect; on the % scale 0 is the no-effect control and ±100 the full control effect; nearly all actives have a fitted effect of over 75% in size
#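 Enzyme 20 nM + cpd, 15 min RT; add b-H3K9 pep 500 nM / SAM 20 uM; 2 h RT; anti-H3K9me1 Ab 0.5 ug/mL + SA donor / anti-rabbit acceptor beads 20 ug/mL each, 10 min; AlphaScreen read.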
# PI4K2A inh = qHTS for small molecular inhibitors of PI4K2A; purified PI4K2A, ADP-Glo luminescence, 1 h; active compounds read low; Phosphatidylinositol 4-kinase type 2-alpha (Homo sapiens), Q9BTU6; activity change, negative = inhibition, % at 76.9 µM; 0.13% of 420,000 active; in the data active means activity change below about -50%; inconclusive means mostly about -30% to -49%;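 further: -100% = wells without enzyme as full effect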
#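 In this quantitative HTS, ADP production by PI4K2A was quantified luminescently after 1 h at ambient temperature; 100 microM adenosine served as plate-quality control.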
# JMJD2A Tudor = qHTS Assay for Inhibitors of JMJD2A-Tudor Domain. Potency, µM (doses to about 114 µM), inactives show at the top dose activity change, negative = inhibition, usual class: inhibitors. 4.4% of 390,000 active. AlphaScreen JMJD2A-Tudor / H3K4me3 peptide binding. AID 504339, 2011. Lysine-specific demethylase 4A (Homo sapiens), O75164; further: potency means the concentration at half of the fitted maximal effect; on the % scale 0 is the no-effect control and ±100 the full control effect; nearly all actives have a fitted effect of over 50% in size
# Pin1 inhibitor = qHTS Assay to Find Inhibitors of Pin1; Peptidyl-prolyl cis-trans isomerase NIMA-interacting 1 (Homo sapiens), Q13526; Pin1 FP peptide displacement, HiFluor488, 10 min; Potency, µM (titrated, usually from 115 µM), without a hit: at the top dose activity, negative = inhibition, hits mostly inhibitors; 0.009% of 390,000 active; AID 504891, 2011; active means well fitted inhibition curve with a large enough effect in the polarisation, with a control signal flat, not every such curve was filed as active; inconclusive means small, poorly fitted or top-dose-only effect, or effect the other way, or a change in a side signal; inactive means no such curve, though single readings can be large or run the other way; the % refers to the polarisation; further: potency means the concentration at half of the fitted maximal effect; on the % scale 0 is the no-effect control and ±100 the full control effect
# Target sequence (Q13526 whole entry, looked up): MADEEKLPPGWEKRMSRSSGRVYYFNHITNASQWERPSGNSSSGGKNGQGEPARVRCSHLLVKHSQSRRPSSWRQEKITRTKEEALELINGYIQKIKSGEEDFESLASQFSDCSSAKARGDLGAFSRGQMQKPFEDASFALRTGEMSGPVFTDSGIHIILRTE
# PGK inhibitor = qHTS Assay to Find Inhibitors of Phosphoglycerate Kinase. Phosphoglycerate kinase, glycosomal (Trypanosoma brucei brucei), P07378. 0.043% of 380,000 active. Potency, µM (top dose mostly 57.5 µM), for inactives: top-dose activity change, negative = inhibition, most hits filed as inhibitors. AID 602233, 2012. PGK/GAPDH coupled, Kinase-Glo luminescence, 60 min; further: potency means the concentration at half of the fitted maximal effect; on the % scale 0 is the no-effect control and ±100 the full control effect; nearly all actives have a fitted effect of over 60% in size
#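 Luminescent ATP detection (Kinase-Glo Plus) follows a 60-minute room-temperature incubation, with wells lacking PGK as controls. Buffer: 100 mM TEA (pH 7.6), 5 mM MgCl2, 0.01% Tween-20. Coupling enzyme GAPDH (100 nM final) supplies unstable 1,3-BPG in-well.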
# BAZ2B inh = qHTS Assay for Inhibitors of BAZ2B | AID 504333, 2011 | 4.4% of 360,000 active | Potency, µM (doses to about 114 µM), for inactives: at the top dose activity change, negative = inhibition, actives largely listed as inhibitors | AlphaScreen BAZ2B-H3K14Ac peptide displacement; further: potency means the concentration at half of the fitted maximal effect; on the % scale 0 is the no-effect control and ±100 the full control effect; nearly all actives have a fitted effect of over 60% in size
#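 AlphaScreen displacement: compounds (up to 110uM) incubated 30 min at room temperature with a preformed 50 nM BAZ2B/50 nM biotinylated H3K14Ac peptide complex in PBS pH 7.4 with Tween-20. Donor and acceptor beads at 10 ug/mL final added, 20 min light-protected before reading.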
# POLH inh = qHTS for Inhibitors of Polymerase Eta. recombinant Pol eta, fluorescent DNA replication assay. AID 588591, 2011. 1.2% of 390,000 active. Potency, µM (doses to about 114 µM), for inactives: top-dose activity change, negative = inhibition, most hits filed as inhibitors; further: potency means the concentration at half of the fitted maximal effect; on the % scale 0 is the no-effect control and ±100 the full control effect
# Target sequence (Q9Y253 whole entry, looked up): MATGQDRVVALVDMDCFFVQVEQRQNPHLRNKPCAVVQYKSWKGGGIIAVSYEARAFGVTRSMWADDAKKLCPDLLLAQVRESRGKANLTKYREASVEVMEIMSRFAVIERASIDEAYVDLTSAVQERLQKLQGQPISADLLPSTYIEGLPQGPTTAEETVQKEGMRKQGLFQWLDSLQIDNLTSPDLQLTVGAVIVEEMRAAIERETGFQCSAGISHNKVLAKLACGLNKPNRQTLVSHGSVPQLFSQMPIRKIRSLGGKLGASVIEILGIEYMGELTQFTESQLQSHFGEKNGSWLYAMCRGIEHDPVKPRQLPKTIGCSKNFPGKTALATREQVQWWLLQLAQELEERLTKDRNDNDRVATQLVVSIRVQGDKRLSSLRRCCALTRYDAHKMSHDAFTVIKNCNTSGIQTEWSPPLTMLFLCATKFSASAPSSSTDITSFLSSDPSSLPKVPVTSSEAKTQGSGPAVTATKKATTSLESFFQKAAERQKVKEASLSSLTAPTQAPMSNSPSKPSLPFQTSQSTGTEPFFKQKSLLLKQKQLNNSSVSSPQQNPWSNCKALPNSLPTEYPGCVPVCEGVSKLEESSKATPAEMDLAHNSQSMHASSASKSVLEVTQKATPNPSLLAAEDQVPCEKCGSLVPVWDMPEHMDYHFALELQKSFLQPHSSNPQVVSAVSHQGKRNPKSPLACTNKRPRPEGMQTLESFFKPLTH
#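 Fluorescent replication assay: 50 nM final substrate added after a 15 min room-temperature compound preincubation with 10 nM enzyme. Signal taken at 0 min and again at 10 min.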
# The depositor's hits bear a star; i = inactive; ? = inconclusive; . = no result given; & = joins results of further samples; [ ] = dose if it differs, or a comment. Unless noted, the call rests on the fitted dose curve; in most records, active means well fitted curve in the direction sought with a large enough effect; inconclusive means small, poorly fitted or top-dose-only effect, or another doubt; inactive means no such curve, though single readings can be large; an effect the other way counts as inactive or inconclusive. An excerpt (hit frequency here may not be typical).
GLS inhibitor | PGK inhibitor | PI4K2A inh | HP1b binding inh | BAZ2B inh | G9a block | POLH inh | JMJD2A Tudor | Pin1 inhibitor | smiles
26% | -1% | 1 | 26% | 6% | 15%[59 µM] | -6% | -7% | 14% | COc1cc(/C=N\NC(=O)C2CC3C=CC2C3)ccc1O (centres undefined)
0% | i | 3 | 21% | -11% | 38% | -21% | 4% | -12% | COc1ccccc1C(=O)NCC(=O)N/N=C/c1ccncc1
-8% | -8% | -6 | 88%[activator] | . | . | -1% | -8% | -14% | C[C@H]1COC(=O)[C@@H](Cc2ccc(F)cc2)CC/C=C\C[C@H](CC(=O)NCCO)C(=O)N1
9% | -9% | -2 | 26% | -2% | -13% | -10% | -21% | -1% | CCOC(=O)c1c(C)[nH]c(NC(=O)Nc2ccc(NC(C)=O)cc2)c1C
-1%&1% | 14% | -18&-1 | 25%&34% | -3% | -10% | -12% | 2%&-10% | 4%&-4% | CCCCN(CC)CCCNC(=O)c1cc2c(=O)[nH]c3ccccc3c2s1
13% | -10% | -1 | 9% | ? | 56µM* | -10% | -25% | 3% | Cc1occc1-c1nnc(SCC(=O)NCCc2ccccc2)n1C(C)c1ccccc1 (centres undefined)
8% | i | -6 | 31% | -3% | -4%[59 µM] | 6% | -13% | -10% | O=C(NCCOC(=O)c1ccc(S(=O)(=O)N2CCOCC2)cc1)c1cccnc1
9% | -1% | 1 | -7% | -18% | . | -7% | -34% | -1% | COc1ccc(CN2CCC(n3nccc3NC(=O)C3CCCC3)CC2)c(OC)c1
-13% | 2% | 0 | 56%[activator] | -2% | ? | -28% | 0% | -4% | Cc1nc(CS(=O)(=O)c2ccc(Cl)cc2)sc1C(=O)O
5% | -8% | -3 | 20% | 7% | 10% | -10% | -2% | 5% | O=C(NCCS(=O)(=O)N1CCCCC1)c1ccccc1

# (next part)
GLS inhibitor | PGK inhibitor | PI4K2A inh | HP1b binding inh | BAZ2B inh | G9a block | POLH inh | JMJD2A Tudor | Pin1 inhibitor | smiles
19% | 2% | 1 | 11% | 8%[57.1 µM] | -1%[59 µM] | -5% | -10% | ? | COc1ccc(Cl)cc1NC(=O)Cn1cc(C(=O)c2ccc(C)cc2)c(=O)c2ccc(C)nc21
3% | i | 2 | 15% | 10% | -41% | -2% | -9% | 11% | COCCN(C(=O)COC(=O)CCc1ccccc1)c1c(N)n(Cc2ccccc2)c(=O)[nH]c1=O
-14% | i | -7 | 33% | -2% | 11%[59 µM] | -8% | -18% | 5% | Cc1nc(-c2cccc(S(=O)(=O)N3CCC(C(=O)NCc4ccccc4)CC3)c2)no1
9% | -9% | 6 | 8% | -14% | 5%[59 µM] | -4% | 0% | 0% | COc1cc(OC)cc(C(=O)N[C@H](C(=O)Nc2ccccc2N2CCOCC2)C(C)C)c1
? | . | -4 | 18% | -6% | 11%[59 µM] | -5% | 16µM* | 2% | N#CCCn1cc(C(=O)Nc2ccc(C(=O)O)cc2)c(-c2cccs2)n1
6% | 6% | 2 | 16% | -19% | -41%[59 µM] | -13% | -29% | 18% | COc1ccc(-c2nc3ccccc3s2)cc1NC(=O)c1ccc(F)cc1
7% | 0% | 1 | 29% | . | . | ? | -10% | -4% | CC(=O)c1ccc(S(=O)(=O)Oc2ccc(C(=O)O)cc2Cl)cc1
? | i | 0 | 17% | 4% | -6% | -4% | ? | 4% | CCOC(=O)c1cc2c(=O)c3cc(C)ccc3oc2nc1C
-2% | -9% | 2 | 25% | 0% | 3% | -20% | 7% | 4% | NNC(=O)c1ccc(COCC(F)(F)F)cc1
-1% | -2% | 0 | 54%[activator] | 1% | 7% | -3% | 3% | -8% | Cc1ccc(SCC(=O)NCc2ccccc2)cc1

# Reformatted: entries from further up
Compound	GLS inhibitor	PGK inhibitor	PI4K2A inh	HP1b binding inh	BAZ2B inh	G9a block	POLH inh	JMJD2A Tudor	Pin1 inhibitor
COc1cc(OC)cc(C(=O)N[C@H](C(=O)Nc2ccccc2N2CCOCC2)C(C)C)c1	9%	-9%	6	8%	-14%	5%[59 µM]	-4%	0%	0%
COc1ccc(Cl)cc1NC(=O)Cn1cc(C(=O)c2ccc(C)cc2)c(=O)c2ccc(C)nc21	19%	2%	1	11%	8%[57.1 µM]	-1%[59 µM]	-5%	-10%	?

# Following part.
GLS inhibitor | PGK inhibitor | PI4K2A inh | HP1b binding inh | BAZ2B inh | G9a block | POLH inh | JMJD2A Tudor | Pin1 inhibitor | smiles
0% | i | 4 | 4% | -16% | -29%[59 µM] | -1% | -13% | -5% | COc1cccc(NC(=O)CCNC(=O)Cn2cnc3ccccc3c2=O)c1
14% | 1% | -4 | 15% | -6% | ? | -25% | -19% | 1% | Cc1ccc(NC(=O)[C@@H]2CCCN2C(=O)c2cccs2)cc1S(=O)(=O)N1CCCCC1
-4% | -4% | -7 | 61%[activator] | -2% | 4%[59 µM] | -8% | 5% | 0% | COc1ccc(-n2c(=O)c3c(c4cc(OC)ccc4n3C)n(Cc3cc(C)ccc3C)c2=O)cc1
4% | -7% | 1 | -6% | -29% | ? | 1% | -26% | -5% | COCCn1c(C)cc(C(=O)COC(=O)CCN2C(=O)c3ccccc3C2=O)c1C
-11% | -1% | -6 | 30% | . | . | -17% | -8% | 1% | CCC(C)NC(=O)C1(N2C(=O)c3ccccc3C2=O)CCCC1 (centres undefined)
7% | i | 0 | -4% | -32% | ? | -2% | 20µM* | -7% | O=C(O)c1ccccc1NS(=O)(=O)c1cccc2cccnc12
-5% | 1% | -2 | 24% | 13% | 3%[59 µM] | -15% | -8% | 2% | CCc1c(C)nc(N)nc1OCC(F)(F)C(F)F
-8% | i | 1 | 31% | 3% | . | -22% | 5% | 6% | Cn1c(=O)c2c(ncn2CC(O)CNc2ccc(F)cc2)n(C)c1=O (centres undefined)
-13% | -5% | 2 | 44%[activator] | -3% | -34% | -4% | -1% | 2% | C=CCNC(=S)Nc1c(N)n(C)c(=O)n(C)c1=O
1% | -4% | 4 | . | . | . | -9% | . | . | C[C@@H]1CN([C@@H](C)CO)C(=O)CCCn2cc(nn2)CO[C@H]1CN(C)S(=O)(=O)c1cccc(F)c1

# Record cards, as listed above.
# Shown for C[C@@H]1CN([C@@H](C)CO)C(=O)CCCn2cc(nn2)CO[C@H]1CN(C)S(=O)(=O)c1cccc(F)c1 : GLS inhibitor: 1%; PGK inhibitor: -4%; PI4K2A inh: 4; HP1b binding inh: .; BAZ2B inh: .; G9a block: .; POLH inh: -9%; JMJD2A Tudor: .; Pin1 inhibitor: .
# Shown for COc1ccc(-n2c(=O)c3c(c4cc(OC)ccc4n3C)n(Cc3cc(C)ccc3C)c2=O)cc1 : GLS inhibitor: -4%; PGK inhibitor: -4%; PI4K2A inh: -7; HP1b binding inh: 61%[activator]; BAZ2B inh: -2%; G9a block: 4%[59 µM]; POLH inh: -8%; JMJD2A Tudor: 5%; Pin1 inhibitor: 0%

# Continued.
GLS inhibitor | PGK inhibitor | PI4K2A inh | HP1b binding inh | BAZ2B inh | G9a block | POLH inh | JMJD2A Tudor | Pin1 inhibitor | smiles
29% | -1% | -2 | -2% | ? | -13% | 4% | ? | 1% | COc1cc(OC)c(/C=N/N2CCN(c3ccccc3OC)CC2)c(OC)c1
0% | 3% | 1 | 23% | 5% | -4%[0.501 µM] | 8% | -9% | 0% | CC(C)CCNC(=O)CN(Cc1ccco1)C(=O)c1snc(C(N)=O)c1N
3% | -2% | 1 | 23% | -4% | -7%[0.501 µM] | 1% | -2% | -3% | CCC(C(=O)NC1CC(C)(C)NC(C)(C)C1)c1ccccc1 (centres undefined)
-3% | 2% | 6 | 21% | -6% | 31%[12.7 µM] | -1% | -15% | 15% | Cn1cc(/C=N/n2cnc3scc(-c4ccccc4)c3c2=O)c2ccccc21
-2% | 2% | 4 | 38% | ? | 3%[59 µM] | 1% | -25% | ? | O=C(COC(=O)c1ccc2c(c1)C(=O)N(c1cccc3ncccc13)C2=O)c1ccc(Cl)cc1
7% | 7% | 1 | 58%[activator] | ? | 7%[0.501 µM] | -11% | -5% | 7% | CC(=O)C[C@H](O)CC(=O)[C@H]1OC(=O)CC/C=C\Cc2ccccc21
1% | 12% | -3 | 50% | 3% | 1% | -4% | -6% | -1% | C=CCn1c(=N)n(CC(=O)OCC)c2ccccc21
2% | i | 3 | 11% | -27% | 18% | -5% | -8% | 0% | COc1cccc(NC2CC(=O)N(CCc3ccccc3)C2=O)c1 (centres undefined)
5% | -10% | -2 | 22% | -4% | -10%[59 µM] | -21% | -4% | -8% | Cc1ccc(NC(=O)COC(=O)CC2SC(N3CCCC3)=NC2=O)cc1 (centres undefined)
-3% | i | -2 | 31% | . | . | -16% | -3% | -2% | COc1cc(OC)cc(C(=O)NCC(=O)N2CCN(Cc3ccccc3)CC2)c1
0% | 1% | 2 | 8% | 5% | ? | -6% | -25% | 3% | CCCOC(=O)Nc1cc(OC)ccc1[N+](=O)[O-]
-7% | 8% | 0 | 64%[activator] | 2% | 32% | -16% | 2% | 5% | Cc1cccc(C)c1NC(=O)CNC(=O)c1ccccc1
0% | -3% | 1 | 20% | 16% | . | 1% | ? | 8% | O=C(Nc1c2c(nn1-c1ccccc1)CS(=O)(=O)C2)c1cc2ccccc2o1

# Compound activity as filed in PubChem.
